Source: PubChem
PAX8 reporter – inhibitors of PAX8-driven TPO luciferase reporter, primary screen, RMG-I cells, single concentration; SteadyGlo, 24 h; 360,000 compounds, 1.2% hits; inhibition, % at 12.6 µM;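 active = mean replicate inhibition at least 60% with every replicate also reaching 60%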;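 also: luciferase light reporting Pax8 driven TPO promoter activity; plate controls were median of neutral control wells for no effect and mitoxantrone controls for full effect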
PglD DTNB – C. jejuni PglD acetyltransferase inhibitors, primary screen, biochemical, DTNB colorimetric, single point; inhibition, % at 12.5 µM; AID 602405, 2012; purified PglD enzyme, DTNB colorimetric CoA detection; 360,000 compounds, 0.098% hits; in the data active = inhibition above about 16%, passing the limit was not always enough; also: strong numbers were not always called active
FN deposition inh – inhibitors of fibronectin matrix deposition, primary screen, AH1F cells, Alexa488-fibronectin fluorescence, plate reader; AH1F fibroblasts, overnight; inhibition, % at 12.6 µM; 350,000 compounds, 0.086% hits; AID 743247, 2014;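 active = mean inhibition across replicates of 30% or more, regardless of how many single replicates reach that level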;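 also: positive control wells lacked labelled fibronectin entirely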
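Test system: AH1F fibroblast monolayer depositing Alexa488-labelled fibronectin into matrix. Input: 10000 cells per well. Technique: fluorescence, ex 485 nm, em 525 nm. Buffer or medium: DMEM plus 2% serum, read in PBS. Timing: 1 h cell adhesion before compound, then overnight fibronectin incubation. Compound: single dose, pinned. Read-out basis: inhibition from reduced deposited-fibronectin fluorescence.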
ERAP1 inh – human ERAP1 aminopeptidase inhibitors, primary screen, biochemical, single point, plate reader. inhibition, % at 10.7 µM. 340,000 compounds, 0.15% hits. recombinant ERAP1, Leu-AMC fluorescence, 60 min. Endoplasmic reticulum aminopeptidase 1 (Homo sapiens), Q9NZ08;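 active = mean replicate inhibition of at least 30%, or all replicates individually reaching that 30% level; inactive = mean below 30% and not every replicate reaching it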;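 also: 0% = neutral control wells and 100% = L-leucinethiol positive control wells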
Target sequence (Q9NZ08 whole entry, looked up): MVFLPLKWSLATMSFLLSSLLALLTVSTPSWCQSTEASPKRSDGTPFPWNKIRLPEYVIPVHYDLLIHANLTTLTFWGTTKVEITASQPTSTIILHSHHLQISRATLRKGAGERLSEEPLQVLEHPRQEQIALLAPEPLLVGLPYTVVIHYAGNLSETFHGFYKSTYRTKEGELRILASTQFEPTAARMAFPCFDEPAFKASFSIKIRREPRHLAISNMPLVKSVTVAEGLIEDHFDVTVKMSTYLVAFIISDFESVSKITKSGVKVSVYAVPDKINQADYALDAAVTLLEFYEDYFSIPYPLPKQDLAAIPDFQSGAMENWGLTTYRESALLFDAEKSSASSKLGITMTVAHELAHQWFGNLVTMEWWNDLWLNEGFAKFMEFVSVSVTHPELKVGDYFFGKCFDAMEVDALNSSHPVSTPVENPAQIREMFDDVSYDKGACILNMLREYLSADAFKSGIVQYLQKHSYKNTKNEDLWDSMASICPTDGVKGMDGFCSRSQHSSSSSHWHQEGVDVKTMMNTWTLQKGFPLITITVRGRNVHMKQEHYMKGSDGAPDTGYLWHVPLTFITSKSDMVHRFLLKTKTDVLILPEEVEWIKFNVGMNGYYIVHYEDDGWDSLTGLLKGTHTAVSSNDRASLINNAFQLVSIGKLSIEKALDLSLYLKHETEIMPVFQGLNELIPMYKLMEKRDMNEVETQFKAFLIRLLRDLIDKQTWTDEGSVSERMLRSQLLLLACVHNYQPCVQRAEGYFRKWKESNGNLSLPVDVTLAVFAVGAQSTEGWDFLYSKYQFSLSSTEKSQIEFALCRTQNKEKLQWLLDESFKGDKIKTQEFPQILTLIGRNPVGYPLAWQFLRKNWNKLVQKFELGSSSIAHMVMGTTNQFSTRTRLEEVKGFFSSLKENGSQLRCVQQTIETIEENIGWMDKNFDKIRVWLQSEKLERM
EWS-Fli inh – EWS/Fli-driven NR0B1 reporter inhibitors, primary screen, A673 cells, NR0B1 luciferase, luminescence, MLPCN library. 350,000 compounds, 0.67% hits. AID 651661, 2012. inhibition, % at 12.6 µM. viability-normalised;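 active = mean inhibition of at least 50% after viability correction, with every replicate also passing that limit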;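 also: firefly luciferase signal divided by Alamar Blue viability fluorescence both relative to DMSO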
PGC1a acetyl inh – inhibitors of PGC1a acetylation signal, primary screen, cell-based, U2OS, AlphaScreen, inhibitor mode. AID 651687, 2012. AlphaScreen anti-acetyl-lysine; with virally co-expressed GCN5 acetyltransferase. 350,000 compounds, 0.17% hits. inhibition, % at 15.6 µM;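 active = every replicate shows inhibition of at least 40%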;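 also: 0% = neutral control wells and 100% = positive control wells; some results beyond the cut were filed as inactive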
S100A4 MyoIIA – inhibitors of S100A4-myosin IIA peptide binding, primary screen, biochemical, fluorescence polarization, TAMRA-MyoIIA peptide. Protein S100-A4 (Homo sapiens), P26447. inhibition, % at 10.7 µM. 360,000 compounds, 0.14% hits. AID 652163, 2013;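 active = mean inhibition of at least 70% across replicates, with every replicate also reaching that level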
Target sequence (P26447 whole entry, looked up): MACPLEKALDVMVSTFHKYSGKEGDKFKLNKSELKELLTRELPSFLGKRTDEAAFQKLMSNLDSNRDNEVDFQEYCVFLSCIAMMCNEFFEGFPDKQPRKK
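assay system = human S100A4 monomer with TAMRA-labelled myosin IIA peptide | also added = labelled myosin peptide probe, 5 nM | incubation = 5 min between mix addition and reading | control set = DMSO and TFP controls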
LGR2 antag – inhibitors of bursicon-induced LGR2 CRE-luciferase signal, primary screen, cell-based, HEK293, CRE-luciferase reporter, bursicon stimulation | Drosophila bursicon receptor LGR2 (rickets) | bursicon-stimulated, 4 h | inhibition, % at 9.99 µM | 380,000 compounds, 0.35% hits | AID 720647, 2013;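 active = drop in luminescence signal, shown as inhibition above about 50% in the replicate tests, limit read from the data, passing the limit was not always enough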;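 also: agonist challenge used bursicon conditioned medium at about half maximal strength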
Numbers without * were called inactive; · = not tested or not shown; & = joins results of further samples. Rows are unselected. About 2.1% of those tested had a hit in this group.

SMILES	PAX8 reporter	PglD DTNB	FN deposition inh	ERAP1 inh	EWS-Fli inh	PGC1a acetyl inh	S100A4 MyoIIA	LGR2 antag
Cc1nn(C)cc1S(=O)(=O)Nc1ncccn1	-1.4	3.7	2.5	-2.9	·	0.0	-1.8	7.4
CCSc1nnc(SCC(=O)NNC(=O)c2ccccc2F)s1	11.6	-3.9	0.1	1.1	0.2	2.8	10.7	22.6
O=C1COc2ccc(S(=O)(=O)Nc3ccc(F)cc3)cc2N1	-4.6	0.9	5.0	0.9	·	-6.8	-3.7	4.0
O=C(NC1CC1)C1CCN(C2CCN(C(=O)/C=C/c3ccc(F)cc3)CC2)CC1	12.5	-0.9	17.6	-0.8	-20.2	-4.8	-1.7	-14.7
O=C(CCn1nnc(-c2cccs2)n1)N1CCc2ccccc2C1	·	-5.5	·	6.6	21.1	-4.9	-0.3	3.2
CSC[C@H]1CN(c2ccccc2)C(=O)[C@@H]1CC(=O)Nc1ccccc1	1.2	-6.8	-10.3	-4.4	0.0	4.9	-2.3	4.9
Cc1ccsc1/C=N/NC(=O)c1cc(-c2ccncc2)nc2ccccc12	68.9*	·	·	0.8	41.0	·	-3.3	21.9
C[C@@H]1CCCCO[C@@H](CN(C)Cc2ccc3c(c2)OCO3)[C@@H](C)CN([C@@H](C)CO)C(=O)c2cc(NC(=O)Nc3ccc(C(F)(F)F)cc3)ccc2O1	76.8*	2.2	1.7	-0.4	4.1	6.5	-5.4	26.5
COc1ccc(N(C(C)=O)S(=O)(=O)c2cccs2)cc1	·	-0.2	·	1.6	·	-0.6	-0.6	-11.7
CCCNC(=O)N1C[C@@H](O)COC[C@H]2O[C@@H](CC(=O)N3CCC(Cc4ccccc4)CC3)CC[C@@H]21	6.9	0.9	-13.8	0.3	2.5	-1.5	13.7	21.6
C[C@H]1CN([C@@H](C)CO)C(=O)c2cccc(NS(=O)(=O)c3ccc(F)cc3)c2O[C@@H]1CN(C)Cc1ccc(Cl)c(Cl)c1	·	0.1	-0.4	-1.7	-8.0	-17.1	-0.4	-3.4
CCN(C(=O)C1CCCO1)c1ccccc1 (centres undefined)	9.4	-0.2	4.6	-1.4	5.3	·	-1.1	9.5
COC(=O)c1ccc(NC(=O)CO/N=C2\CCCc3nonc32)cc1	10.3	2.1	-2.4	2.4	0.4	-3.0	-1.2	-22.1
Fc1ccc(CNCc2ccccc2Cl)cc1	-7.1	·	6.6	0.6	-1.4	·	-2.9	-27.0
C=CCn1c(-c2ccccc2)cc(SC)c(C#N)c1=O	8.7	-1.5	-5.4	5.0	2.9	·	-3.3	-15.3
Cn1c(=O)c(C(=O)COC(=O)c2cc(C(F)(F)F)nc3ccccc23)c(N)n(Cc2ccccc2)c1=O	-2.6	·	-3.6	-5.0	1.8	·	-4.7	-5.0
Cc1cn([C@H]2C[C@H](O)[C@@H](CNCc3ccc(N4CCN(C)CC4)cc3F)O2)c(=O)[nH]c1=O	-22.0	2.4	4.0	-0.8	-2.1	·	-1.9	7.8
CCCC#Cc1ccc([C@@H]2[C@H](CO)N3CCCCN(S(=O)(=O)Cc4ccccc4)C[C@@H]23)cc1	116.6*	0.3	·	-1.6	58.7*	-28.5	1.1	5.7
Nn1c(Cc2ccccc2F)nnc1SCCOc1ccc(Cl)cc1	21.4	·	-6.3	-8.7	13.2	·	-1.9	6.6
CO[C@@H]1CN(C)C(=O)c2cc(NC(=O)c3ccccc3F)ccc2OC[C@@H](C)N(C(=O)c2ccccc2F)C[C@H]1C	13.1	-2.5	9.3	2.0	2.4	-0.8	-13.9	9.9
COc1ccc(Br)cc1CN1CCN(c2ncccn2)CC1	16.8	-2.5	-0.3	·	-3.1	0.3	1.4	6.3
CN1CCNC(=O)C1CC(=O)N1CC=C(c2ccc(F)cc2)CC1 (centres undefined)	-16.3	-4.4	-0.9	-2.6	-4.3	·	-1.3	3.1
CCOC(=O)C1CCC(=O)N1Cc1c[nH]c2ccccc12 (centres undefined)	1.9	·	5.1	-1.4	-10.9	·	-0.3	8.0
COc1ccc(CCN(C)C(=O)c2ccc(C)c(S(=O)(=O)N3CCCCC3)c2)cc1OC	-10.1	-84.9	2.9	-0.4	2.5	-4.5	1.6	-18.8

As entered above:
EWS-Fli inh, `CCN(C(=O)C1CCCO1)c1ccccc1` (centres undefined) reads 5.3
FN deposition inh, `CSC[C@H]1CN(c2ccccc2)C(=O)[C@@H]1CC(=O)Nc1ccccc1` reads -10.3

The list goes on:
SMILES	PAX8 reporter	PglD DTNB	FN deposition inh	ERAP1 inh	EWS-Fli inh	PGC1a acetyl inh	S100A4 MyoIIA	LGR2 antag
C[C@@H]1CCCCO[C@H](CN(C)C(=O)c2ccccc2)[C@H](C)CN([C@@H](C)CO)C(=O)c2cc(NS(=O)(=O)c3ccccc3)ccc2O1	38.4	-0.9	-7.3	1.4	10.9	15.9	-11.8	12.2
CC(=O)Oc1cccc(C(=O)Nc2ccccc2NC(=O)c2cccc(OC(C)=O)c2)c1	-7.3	0.1	2.5	-2.3	17.5	-4.1	-2.3	7.5
CCCCn1c(SCC(=O)c2ccc3c(c2)NC(=O)CO3)nc2cc(S(N)(=O)=O)ccc21	-10.2	·	-4.3	0.9	-0.4	·	-0.1	-21.0
C[C@@H]1CN([C@H](C)CO)C(=O)c2cc(-c3ccccc3F)cnc2O[C@H]1CN(C)C(=O)CN(C)C	·	2.1	2.1	-2.0	-11.1	-3.5	-13.1	-1.4
COc1ccc2c3c(n(C)c2c1)[C@H](CO)N(C(=O)NC(C)C)CC31CCN(CC2CCCC2)CC1	-9.3	·	·	0.7	1.7	·	12.1	4.7
COc1cc([C@H]2OC[C@H]3[C@@H]2CO[C@@H]3c2ccc(O[C@H]3O[C@H](CO)[C@@H](O)[C@H](O)[C@H]3O)c(OC)c2)ccc1O[C@@H]1O[C@H](CO)[C@@H](O)[C@H](O)[C@H]1O	-10.0	5.8	5.0	-5.4	-13.5	·	-11.5	9.0
CC(C)Oc1cccc(C(=O)NC2=NCCS2)c1	-118.9	-1.0	5.0	-1.4	-52.6	11.4	-2.2	-51.5
COc1cc(/C=C/C(=O)OCC(=O)Nc2cc(C)on2)ccc1OCC#N	1.3	3.1	-11.4	4.2	5.9	·	-5.0	5.2
Nc1nc(-c2ccc(C(=O)O)cc2)cs1	-0.4	·	-1.3	1.9	5.5	8.4	3.0	·
COc1ccc(-c2[nH]ncc2CN(C)C(C)c2cccs2)c(F)c1 (centres undefined)	-5.5	-8.5	14.9	-8.0	12.9	·	3.1	-31.9
O=C(C[C@@H]1CC[C@@H](NC(=O)C2CCC2)[C@H](CO)O1)NC1CCC1	1.1	-3.0	·	-0.5	-0.6	-1.4	-2.0	6.1
COCCNC(=S)N(C)[C@H]1C[C@H]2c3cc(-c4ccccc4)ccc3CCN2C(=O)[C@H]1[C@H](C)O	16.5	·	-1.2	-3.3	7.0	-15.3	1.1	-10.2
CCOc1ccc(N(CC(=O)NCCc2ccccc2)C(=O)CCC(=O)Nc2nccs2)cc1	1.0	5.0	2.3	1.3	11.3	10.7	-14.5	-2.6
Cc1cc(C)nc(SCC(=O)c2ccc(O)c(O)c2)n1	14.0	-0.5	3.7	-1.8	22.1	-2.3	-1.6	14.7
C[C@@H]1CN([C@@H](C)CO)C(=O)c2c(c3ccccc3n2C)-c2ccccc2CO[C@H]1CN(C)S(=O)(=O)c1cccs1	49.6	2.3	-3.8	-3.6	7.8	-1.6	-2.4	2.5
O=C(O)CCCn1cc(NC(=O)COc2ccccc2[N+](=O)[O-])cn1	5.6	·	-4.0	-6.2	6.2	-10.6	10.5	31.1
COC(=O)c1cn(-c2ccccc2)c(C)c1C(=O)OC	-11.6	-2.5	3.4	·	·	4.1	·	·
CCc1cccc(NS(=O)(=O)c2c(C)nc3sc(CC)nn3c2=O)c1	11.8	-0.1	-7.7	4.6	-0.7	-5.4	-7.7	2.6
Cc1cc([N+](=O)[O-])nn1CCC(=O)Nc1nccs1	20.1	·	0.6	-0.1	-2.3	1.9	-5.1	12.7
CN(C)C1CN(Cc2cn(Cc3ccccc3)nn2)S(=O)(=O)C1 (centres undefined)	-3.3	·	10.2	-1.0	-3.3	·	-6.1	-8.6
CCC(=O)Nc1cc(OC)cc(OC)c1	-3.7	5.2	3.1	0.9	-6.9	0.1	0.9	13.5
CCOC(=O)c1ccc(S(=O)(=O)N2CCN(CC(O)COc3cccc(C(C)=O)c3)CC2)cc1 (centres undefined)	4.6	-1.9	1.9	0.0	1.0	-0.4	-13.3	-6.9
Cc1ccc(C(=O)NC(=S)NNC(=O)CCN2CCOCC2)cc1	-3.9	·	·	1.8	-3.0	·	0.9	5.5
C[C@@H]1CCCCO[C@H](CN(C)S(=O)(=O)c2ccc(F)cc2)[C@@H](C)CN([C@H](C)CO)C(=O)c2cc(NC(=O)Nc3ccc(F)cc3)ccc2O1	-8.0	2.2	-3.2	·	-10.3	31.7	·	0.2
C[C@H](CO)N1C[C@H](C)[C@@H](CN(C)S(=O)(=O)c2cn(C)cn2)Oc2c(NS(=O)(=O)c3cccs3)cccc2C1=O	-43.6	1.4&-1.4	·	-0.5&7.9	2.8&-3.8	0.3	-4.9&-2.1	-6.1&-10.1
CCNC(=O)C[C@H]1CC[C@H]2[C@H](COc3ccc(NC(=O)Nc4cccc(OC)c4)cc3C(=O)N2C)O1	29.8	-0.2	1.1	·	-7.9	6.1	·	3.6
O=C(C[C@@H]1C=C[C@H](NC(=O)C2CC2)[C@H](CO)O1)NCCCN1CCOCC1	-2.7	1.1	·	1.3	3.1	7.5	-3.4	17.3
CC(Sc1nnc(-c2ccco2)n1C)C(=O)N1C(C)CCCC1C (centres undefined)	0.9	-1.4	-4.2	-0.3	·	·	-2.6	-44.6
COP(=O)(OC)OC(C(=O)c1ccccc1)c1ccc(Cl)cc1 (centres undefined)	9.5	·	·	·	-13.7	·	-4.7	-0.7

Molecules above containing an NH in an aromatic ring, in the order listed:
SMILES	PAX8 reporter	PglD DTNB	FN deposition inh	ERAP1 inh	EWS-Fli inh	PGC1a acetyl inh	S100A4 MyoIIA	LGR2 antag
Cc1cn([C@H]2C[C@H](O)[C@@H](CNCc3ccc(N4CCN(C)CC4)cc3F)O2)c(=O)[nH]c1=O	-22.0	2.4	4.0	-0.8	-2.1	·	-1.9	7.8
CCOC(=O)C1CCC(=O)N1Cc1c[nH]c2ccccc12 (centres undefined)	1.9	·	5.1	-1.4	-10.9	·	-0.3	8.0
COc1ccc(-c2[nH]ncc2CN(C)C(C)c2cccs2)c(F)c1 (centres undefined)	-5.5	-8.5	14.9	-8.0	12.9	·	3.1	-31.9
